TbREL1 inh = TbREL1 inhibition, primary screen. P86926. TbREL1 RNA ligation, FRET fluorescence. inhibition, % at 9.66 µM. 0.49% of 89,000 active. AID 1117264;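 active = inhibition above the mean inhibition across all screened compounds plus 3 SD, cut at about 11% in these data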;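 also: 0% = plate median of test wells and 100% = NSC42067 control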
Target sequence (P86926 whole entry, looked up): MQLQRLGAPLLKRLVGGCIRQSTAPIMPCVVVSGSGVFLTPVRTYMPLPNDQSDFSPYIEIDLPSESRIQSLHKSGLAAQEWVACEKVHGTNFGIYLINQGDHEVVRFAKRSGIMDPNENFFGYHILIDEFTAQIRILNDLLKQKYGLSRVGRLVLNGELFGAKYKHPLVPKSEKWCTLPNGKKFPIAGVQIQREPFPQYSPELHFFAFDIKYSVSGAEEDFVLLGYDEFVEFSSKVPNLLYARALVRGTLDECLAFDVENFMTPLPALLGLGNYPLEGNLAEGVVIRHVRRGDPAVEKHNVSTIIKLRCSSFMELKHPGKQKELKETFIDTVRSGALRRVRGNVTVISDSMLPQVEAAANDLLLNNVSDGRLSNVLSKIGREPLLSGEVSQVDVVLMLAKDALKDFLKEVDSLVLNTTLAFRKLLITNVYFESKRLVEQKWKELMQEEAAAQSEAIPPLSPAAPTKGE
* = called active by the depositor. These rows are one share of the data (hit frequency here may not be typical).

TbREL1 inh,Structure
4,O=S(=O)(c1ccccc1)N1CCC(O)(CSc2ccc(Cl)cc2)CC1
1,OC(CNCc1ccccc1)(c1ccc(F)cc1)c1ccc(F)cc1
0,COc1ccc(-c2cc(-c3nnc4sc(Cc5cccs5)nn34)[nH]n2)cc1
-1,Cc1ccc(NC(=O)Cc2ccc(F)cc2)c(S(=O)(=O)N2CCOCC2)c1
6,Cc1cc(O)c(C(C)C)cc1NC(=O)c1ccccc1Cl
-2,CC(=O)Nc1ccc(OC(=O)C(CCS(C)(=O)=O)N2C(=O)c3ccccc3C2=O)cc1 (stereo not drawn)
-2,COc1ccc(NC(=O)NNC(=O)c2ccccc2-n2cccc2)cc1OC
0,O=C(N/N=C/c1ccc(O)cc1)c1cc(-c2ccc3c(c2)OCO3)n[nH]1
-1,NC(=O)CC(NC(=O)c1ccc(Cl)cc1)C(=O)NCCc1ccc(S(N)(=O)=O)cc1 (stereo not drawn)
3,Cc1nnc(NC(=O)CCS(=O)(=O)Cc2ccccc2)s1
3,COc1ccccc1C(=O)Nc1ccc2ccccc2c1
1,O=C(OCCN1CCOCC1)c1ccc(OCCN2CCOCC2)cc1
4,CC(C)(C)C(=O)COC(=O)c1cc(-c2cccnc2)nc2ccccc12
-2,CN(c1ccccc1)S(=O)(=O)c1cc(C(=O)N2CCN(c3ncccn3)CC2)ccc1Cl
5,Cc1ccc(-c2c(C(=O)N(C)Cc3ccccc3)oc(=O)c3ccccc23)cc1

TbREL1 inh,Structure
6,CCCCCCN(C(=O)CCCCCN1C(=O)NC(c2ccc([N+](=O)[O-])cc2)C(C(=O)OCc2ccccc2)=C1C)C(C(=O)NCCCC)c1ccc(OCC(=O)OC)c(C(=O)OC)c1 (stereo not drawn)
3,O=C(Nc1ccn(C2CCC(CO)O2)c(=O)n1)c1ccccc1 (stereo not drawn)
-3,CCCN1CNC(=S)N(c2ccccc2OC)C1
1,CC(OC(=O)c1cccc(-n2cnnn2)c1)C(=O)NCc1ccccc1 (stereo not drawn)
1,N=c1c(C(=O)NC2CCCC2)cc2c(=O)n3ccccc3nc2n1C1CCCCC1
15*,CN(C)CCOCCOc1ccccc1-c1ccccc1
3,O=C(COC(=O)CCc1ccc(S(=O)(=O)N2CCOCC2)cc1)NC1CCCCCC1
1,CCCCN1C(=O)C(=O)N(CC(=O)N2CCc3ccccc32)C1=O
4,O=c1n(Cc2ccccc2F)c2ccccc2n1Cc1ccccc1F
0,Cc1ccc(NC(=O)c2ccc(OC(=O)C(C)Oc3ccc(Cl)cc3C)cc2)cc1 (stereo not drawn)
1,Cc1ccc(Cl)cc1N1CCN(S(=O)(=O)c2cccc(S(=O)(=O)N3CCCC3)c2)CC1
-1,COCC1CCCN(Cc2cn(-c3ccccc3)nc2-c2ccc3c(c2)OCO3)C1 (stereo not drawn)
7,CNC(=O)c1[nH]cnc1C(=O)Nc1cccc(Cl)c1
-3,CCSC1=C(C#N)C(=O)n2c1cc1c2CCCC1
-2,COc1cccc(NC(=O)CSc2nc3c(c(=O)n2C)SC(C)C3)c1 (stereo not drawn)

TbREL1 inh,Structure
2,COc1cccc(S(=O)(=O)N(C)C[C@@H]2OCc3cnnn3CCCC(=O)N([C@H](C)CO)C[C@H]2C)c1
0,COCCCn1c(SCC(=O)Nc2cccc(C(=O)OC)c2)nnc1-c1ccncc1
1,CCCS(=O)(=O)NC(=O)C1(C)CCN(C(=O)c2ccnc(Cl)c2)C1 (stereo not drawn)
-2,O=C1c2ccccc2C(=O)N1COc1ccc(S(=O)(=O)N2CCOCC2)cc1[N+](=O)[O-]
-2,COc1ccc(Cl)cc1NC(=O)C1CCN(C(=O)C2CC(=O)N(c3ccc(C)cc3)C2)CC1 (stereo not drawn)
1,CCOC(=O)C(O)(NC(=O)c1cccnc1)C(F)(F)F (stereo not drawn)
-1,COC1=C(Nc2ccc(OC)cc2)C(=O)c2ccccc2C1=O
2,O=[N+]([O-])c1ccc(N2CCCC2)cc1NC(c1ccccc1)c1ccccc1
-1,Cc1cccc(C(=O)NCc2nnc(SCC(=O)NC(C)c3ccccc3)n2C)c1 (stereo not drawn)
-5,Cc1nnc(SCC(=O)Nc2sc3c(c2C(=O)c2ccccc2)CCCC3)s1
-1,Cc1ccc(S(=O)(=O)N2CCN(CC3CC4C=CC3C4)CC2)cc1 (stereo not drawn)
-1,COc1ccc(/C=C/C(=O)C2C(=O)C=C(C)OC2=O)cc1O (stereo not drawn)
6,COc1ccc(NC(=O)COC(=O)c2c3c(nc4ccccc24)CCCC3)cc1Cl
-1,CC(C)C(C(=O)NC(C)(C)C)N(CCN1CCOCC1)C(=O)CNS(=O)(=O)c1ccccc1 (stereo not drawn)
1,COc1ccc(C(=O)C2CCCN(C(=O)c3ccc(F)cc3)C2)cc1OC (stereo not drawn)

TbREL1 inh,Structure
1,CCc1cccc(CC)c1NC(=O)NC1CCCCC1
1,COc1ccc(C(=O)CSc2ncnc3nc[nH]c23)cc1
-5,CCCC1O[C@@H]2CC3C4CCC5=CC(=O)C=C[C@]5(C)C4C(OC(C)=O)C[C@]3(C)[C@]2(C(=O)COC(C)=O)O1 (stereo partly drawn)
2,NC(=O)CN1C(=O)C(O)(CC(=O)c2ccccc2O)c2ccccc21 (stereo not drawn)
-4,CCn1c2ccccc2c2cc(NC(=O)CSc3nnc(-c4ccccc4)n3-c3ccc(C)cc3)ccc21
-3,CCC(=O)Nc1nn(C)c2nc3c(C)cccc3cc12
6,Cc1ccc(-c2noc(CC(c3ccccc3)c3ccccc3)n2)cc1
-5,COc1cccc(OC)c1C(=O)OCC(=O)NCC(C)C
1,COc1ccc(N2CCN(c3ncnc4scc(-c5ccc(F)cc5)c34)CC2)cc1
5,COc1cc2[nH]c(C)c(-c3ccccc3)c(=O)c2cc1Cl
0,CCCCn1c(N)c(N(CCOC)C(=O)COC(=O)c2ccccc2OCC)c(=O)[nH]c1=O
-2,Cc1ccc(C2NC(=O)NC(O)(C(F)(F)F)C2C(=O)c2cccs2)o1 (stereo not drawn)
-1,Cc1ccc(C23CCC(=O)N2C(C(=O)O)CS3)c(C)c1 (stereo not drawn)
1,Cc1cccc(NC(=O)Cn2nnc(-c3cccs3)n2)c1C
-2,Cc1ccc(/C=N\NC(=O)C2COc3cc4ccccc4cc3O2)o1 (stereo not drawn)

16 entries from above, as tab-separated lines.
Structure	TbREL1 inh
CCOC(=O)C(O)(NC(=O)c1cccnc1)C(F)(F)F (stereo not drawn)	1
COC1=C(Nc2ccc(OC)cc2)C(=O)c2ccccc2C1=O	-1
O=[N+]([O-])c1ccc(N2CCCC2)cc1NC(c1ccccc1)c1ccccc1	2
Cc1cccc(C(=O)NCc2nnc(SCC(=O)NC(C)c3ccccc3)n2C)c1 (stereo not drawn)	-1
Cc1nnc(SCC(=O)Nc2sc3c(c2C(=O)c2ccccc2)CCCC3)s1	-5
Cc1ccc(S(=O)(=O)N2CCN(CC3CC4C=CC3C4)CC2)cc1 (stereo not drawn)	-1
COc1ccc(/C=C/C(=O)C2C(=O)C=C(C)OC2=O)cc1O (stereo not drawn)	-1
COc1ccc(NC(=O)COC(=O)c2c3c(nc4ccccc24)CCCC3)cc1Cl	6
CC(C)C(C(=O)NC(C)(C)C)N(CCN1CCOCC1)C(=O)CNS(=O)(=O)c1ccccc1 (stereo not drawn)	-1
COc1ccc(C(=O)C2CCCN(C(=O)c3ccc(F)cc3)C2)cc1OC (stereo not drawn)	1
CCc1cccc(CC)c1NC(=O)NC1CCCCC1	1
COc1ccc(C(=O)CSc2ncnc3nc[nH]c23)cc1	1
CCCC1O[C@@H]2CC3C4CCC5=CC(=O)C=C[C@]5(C)C4C(OC(C)=O)C[C@]3(C)[C@]2(C(=O)COC(C)=O)O1 (stereo partly drawn)	-5
NC(=O)CN1C(=O)C(O)(CC(=O)c2ccccc2O)c2ccccc21 (stereo not drawn)	2
CCn1c2ccccc2c2cc(NC(=O)CSc3nnc(-c4ccccc4)n3-c3ccc(C)cc3)ccc21	-4
CCC(=O)Nc1nn(C)c2nc3c(C)cccc3cc12	-3

Additional compounds follow.
TbREL1 inh,Structure
4,O=S(=O)(Nc1ccncc1)c1ccccc1
-4,O=C(NC(=S)NCCc1ccccc1)c1ccco1
3,CCCCOc1ccc(CNn2c(C)nc3ccccc3c2=O)cc1
3,COc1ccccc1C(=O)COC(=O)CNC(=O)c1ccc(Br)o1
-2,CCC(=O)Nc1cccc(C2=NOC3(C2)C[C@@H](C(N)=O)N(C(=O)COc2ccc(Cl)cc2)C3)c1 (stereo partly drawn)
0,CCSc1ccc([C@@H]2[C@@H]3C(=O)N(CC)C(=O)[C@@H]3[C@]3(C(=O)OC)CCCCN23)cc1
-2,O=C(NCc1ccccc1)c1ccccc1OCC(=O)N1CCCCC1
-1,CC(NC(=O)c1cccc(OC2CCN(C(=O)C3CC3)CC2)c1)c1ccc(F)cc1 (stereo not drawn)
-1,COc1ccc(C)cc1S(=O)(=O)NC(C)C(=O)Nc1ccc2c(c1)OCO2 (stereo not drawn)
1,CCN(c1ccccc1)c1nc(=O)c2cccnc2s1
-7,CC(C)(C)c1ccc(OCC(=O)Nc2ccc3c4c(cccc24)C(=O)NC3=O)cc1
-1,O=C(Nc1ccccc1N1CCN(C(=O)c2ccccc2)CC1)c1ccco1
-3,Cc1cc(C)c(NC(=O)CNC(=O)c2ccccc2OCc2c(C)noc2C)c(C)c1
-1,Cn1nccc1C(=O)Nc1ccccc1C(=O)O
0,CCOC(=O)CSc1nnc(CNC(=O)c2ccccc2OC)n1-c1ccc(OC)cc1

TbREL1 inh,Structure
-3,C[C@@H]1CN([C@@H](C)CO)C(=O)c2cc(Br)cnc2O[C@@H]1CN(C)Cc1ccc(Oc2ccccc2)cc1
0,Clc1ccccc1-c1ccc(/C=N/Nc2nncc(-c3ccccc3)n2)o1
-5,Cc1ccc(N2CC(C(=O)Nc3ccc(S(=O)(=O)Nc4nccs4)cc3)CC2=O)cc1C (stereo not drawn)
-1,COc1ccc(Cc2nnc(N/N=C/c3ccc(N(C)C)cc3)[nH]c2=O)cc1OC
0,Cc1ccc(-c2noc(CN(C(=O)C(c3ccccc3)c3ccccc3)C(C)C)n2)cc1
-1,CC(C)C(C(=O)Nc1ccc(S(=O)(=O)N2CCOCC2)cc1)N1C(=O)c2ccccc2C1=O (stereo not drawn)
3,CCCCCC(=O)N1CCCC(c2nc(-c3ccc(OC)cc3)no2)C1 (stereo not drawn)
0,CC1CCCCN1CC(=O)Nc1ccc(Oc2ccccc2)cc1 (stereo not drawn)
-2,CC(C)(C)c1ccc(C(=O)O/N=C(\N)Cc2cccs2)cc1
-4,CCOC(=O)c1ccccc1N/C=C1\CCCC1=O
11,O=C(COC(=O)/C(=C/c1cccs1)c1cccs1)NC(c1ccccc1)c1ccccc1
-2,Cc1c(Cl)cccc1Nc1nc(N)nc(CSc2ncccn2)n1
-6,O=C(NCCc1c[nH]c2ccccc12)OCc1cn(Cc2cc(F)ccc2F)nn1
5,COc1cc(NS(=O)(=O)c2ccc(NC(=S)NC(=O)c3sc4ccccc4c3Cl)cc2)nc(OC)n1
-1,CCn1c(COc2ccc(C)cc2)nnc1SCC(=O)Nc1ccccc1-c1ccccc1

TbREL1 inh,Structure
3,COC(=O)C1=C(Cn2cnc3ccccc32)NC(=O)NC1c1cc(C)ccc1C (stereo not drawn)
3,Cc1ccccc1-c1nc2sc(-c3ccccc3)cc2c(=O)o1
-1,COc1cc(OC)c2c(-c3ccccc3)cc(=O)oc2c1C(CC(=O)N1CCCC1)c1ccc2c(c1)OCO2 (stereo not drawn)
2,COc1ccc(/C=C/C(=O)OCC(=O)NC(=O)NC(C)(C)C)cc1
-1,COc1ccc(C(=O)OC(C)C(=O)NC2CCCCC2C)cc1S(=O)(=O)N1CCOCC1 (stereo not drawn)
0,Cc1ccc(/C=C/C(=O)NC2CCCCCCC2)o1
-1,COc1ccc(C(=O)NCCOc2cccc(Oc3ccccc3)c2)cc1OC
-3,CCN(Cc1ccccc1)C(=O)CCCN1C(=O)COc2ccc(C)cc21
2,CCCCC(=O)Nc1ccc2c(c1)nc(CCN1CCN(C)CC1)n2C
2,COc1ccc(N2CC(C(=O)N[C@@H](CC(C)C)C(=O)NC3CCCCC3)CC2=O)cc1 (stereo partly drawn)
3,CN1CCN(CCCNC(=O)c2ccc(/C=C3\Sc4ccccc4N(Cc4ccc(F)cc4)C3=O)cc2)CC1
3,O=C(Nn1cnnc1)c1ccc(Cl)c([N+](=O)[O-])c1
2,O=C1[C@H]2[C@@H](c3ccc(Cl)cc3)N3C(=O)N(c4cccc(Cl)c4)C(=O)[C@@]3(Cc3ccc(Cl)cc3)[C@H]2C(=O)N1C1CCCCC1
2,CCn1c(COc2ccc(C)cc2)nc2ccccc21
2,Cc1ccc(S(=O)(=O)N(C)CC(=O)NCC(c2ccco2)N(C)C)cc1 (stereo not drawn)

TbREL1 inh,Structure
1,CC(C)Oc1ccc(OCCn2c(S(=O)(=O)O)nc3c(N)ncnc32)cc1
-1,COc1ccc(-n2nc(C(=O)NCC(=O)NCc3ccco3)c3ccccc3c2=O)cc1
1,Cc1ccc(S(=O)(=O)Nc2cccc(C(=O)NCc3cccnc3)c2)cc1F
0,Cc1nnc(-c2cnn(-c3ccccc3)c2N)n1Cc1ccccc1
-1,CC(C)C[C@@H](CO)N1CCN(C)CCC1=O
2,COC1C(C)=C(C)C(=O)N1Cc1ccc(F)cc1 (stereo not drawn)
-3,CCn1c(CNc2ccc(OC)cc2)nnc1SCC(=O)N1CCCc2ccccc21
3,COc1ccccc1C(=O)N/C(=C/c1ccc2c(c1)OCO2)C(=O)Nc1cccc(C(=O)O)c1
-1,COc1ccccc1C1=NOC(C)(c2nnc(Cc3ccccc3)o2)C1 (stereo not drawn)
-1,O=c1cc(O)sc2ccccc12
-1,Cc1nc(SCC(=O)NCc2ccco2)c2c3c(sc2n1)CCCC3
0,Cc1ccc(CCN2CC(C(=O)NC3CCCC3)CC2=O)cc1 (stereo not drawn)
0,CC1=C(C#N)C(c2ccc(O)cc2)C(C#N)=C(C)N1
1,CN(Cc1ccccc1F)C(=O)C1CCCN(c2ncccn2)C1 (stereo not drawn)

Bioassay records (PubChem)
